Keap1-Nrf2 PPI – inhibitors of human Keap1-Nrf2 protein-protein interaction | 340,000 tested, 0.15% active | Keap1 Kelch-Nrf2 peptide fluorescence polarization, 1536-well | inhibition, % at 9.4 µM; in the data active = inhibition above about 12%;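 also: human Keap1 Kelch domain with fluorescein labeled Nrf2 9mer peptide probe; 0% = neutral control wells and 100% = peptide positive control; higher means more block of Keap1 binding to Nrf2 peptide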
Cardiac RTF inh – cardiac RTF calcium desensitization; inhibition, % at 7.15 µM; AID 493244; P19429+P45379; 340,000 tested, 0.12% active; IANBD-labeled cardiac RTF, Ca2+ fluorescence;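 active = inhibition above the mean inhibition of all tested compounds plus 3 SD, cut at about 17% in these data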;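 also: assay run at fixed EC70 calcium of 1.6 mM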
LANA DNA inh – blocks KSHV LANA C-terminal domain binding to DNA; MBP-C-LANA/FAM-LBS DNA binding, fluorescence polarization; inhibition, % at 9 µM; 340,000 tested, 0.078% active;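 active = highest replicate inhibition at or above 60% at 9 µM, even if other replicates fall short; inactive = all replicates below 60% inhibition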;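 also: 0% = neutral control wells and 100% = 4 µM acridine orange control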
MOR-DOR inv ag – mu-delta opioid heterodimer inverse agonism | P35372+P41143 | cell-based MOR-DOR heterodimer luminescence | inhibition, % at 9.3 µM | 340,000 tested, 0.21% active | AID 504357; in the data active = inhibition above about 22%, passing the limit was not always enough;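 also: 0% = cells with DMSO and 100% = wells without cells with DMSO; values of inactives mirror those of a sister screen read the other way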
Target sequence (P35372 whole entry, looked up): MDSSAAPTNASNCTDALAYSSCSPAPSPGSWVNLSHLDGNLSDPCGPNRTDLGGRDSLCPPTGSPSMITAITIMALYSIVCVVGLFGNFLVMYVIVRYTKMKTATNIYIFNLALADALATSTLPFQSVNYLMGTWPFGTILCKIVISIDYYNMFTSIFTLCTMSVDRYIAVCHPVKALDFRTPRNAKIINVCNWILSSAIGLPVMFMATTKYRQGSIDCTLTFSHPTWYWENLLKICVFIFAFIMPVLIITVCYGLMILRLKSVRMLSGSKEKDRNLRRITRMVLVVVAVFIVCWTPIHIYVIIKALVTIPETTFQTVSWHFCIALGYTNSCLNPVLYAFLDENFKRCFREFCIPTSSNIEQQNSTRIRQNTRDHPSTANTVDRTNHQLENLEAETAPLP
Target sequence (P41143 whole entry, looked up): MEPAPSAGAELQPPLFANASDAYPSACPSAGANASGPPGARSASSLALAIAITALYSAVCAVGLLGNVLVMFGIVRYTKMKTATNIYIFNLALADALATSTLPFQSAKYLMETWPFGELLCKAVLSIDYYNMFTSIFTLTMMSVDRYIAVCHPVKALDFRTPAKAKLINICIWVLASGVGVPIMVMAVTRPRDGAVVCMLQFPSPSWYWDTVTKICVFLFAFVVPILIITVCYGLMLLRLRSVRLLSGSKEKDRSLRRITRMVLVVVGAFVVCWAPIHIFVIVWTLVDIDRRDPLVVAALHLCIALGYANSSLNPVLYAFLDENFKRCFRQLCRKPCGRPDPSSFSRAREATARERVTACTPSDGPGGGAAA
HTR5A ag – counter-screen for OPRM1-OPRD1 agonists: human HTR5A agonism; 340,000 tested, 0.61% active; AID 504692; activation, % at 9.3 µM; HTR5A agonist assay, luminescence, cell-based; in the data active = activation mostly above about 9.5%, no sharp cut-off; inactive = mostly below about 7.6%;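 also: 0% = cells with vehicle only and 100% = reference agonist; strong numbers were not always called active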
V-ATPase pH – yeast V-ATPase proton transport regulation by pHLuorin; response, % at 10 µM; AID 504577; S. cerevisiae, pHLuorin cytosolic pH fluorescence; 350,000 tested, 0.37% active; in the data active = response mostly above about 7.3%, no sharp cut-off; inactive = mostly below about 5.4%; also: actives read high; inactives centre near 0; some compounds called inactive have numbers as strong as hits; reference of the scale not given here
cardiac RTF act – increases calcium sensitivity of human cardiac regulated thin filaments; P19429+P45379; IANBD-labeled TnC RTF fluorescence at EC20 calcium; 0% EC20 calcium, 100% full calcium; activation, % at 7.2 µM; 340,000 tested, 0.24% active; AID 493008;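 active = activation above the mean over all tested compounds plus 3 SD, cut at about 30% in these data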;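 also: rise in fluorescence read as greater calcium sensitivity of cardiac thin filaments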
CAL PDZ FP – blocks peptide binding to the human CAL PDZ domain. Q9HD26. purified CAL PDZ, TMR-peptide fluorescence polarization, 1 h. inhibition, % at 24.9 µM. 300,000 tested, 0.92% active. AID 602252;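 active = mean inhibition of at least 30% with at least half of replicates also reaching 30%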;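 also: 0% = DMSO neutral control and 100% = excess unlabeled competitor peptide PRC23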
HTR5A inv ctr – HTR5A inverse agonism, opioid heterodimer counter-screen; inhibition, % at 9.3 µM; P47898; HTR5A cell line, luminescence; 340,000 tested, 0.083% active; in the data active = inhibition mostly above about 23%, no sharp cut-off; inactive = mostly below about 18%;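 also: 0% = cells with DMSO and 100% = no-cell wells with DMSO; some compounds called inactive have numbers as strong as hits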
OPRM1-OPRD1 ag – agonists of human mu-delta opioid receptor heterodimerization; P35372+P41143; cells, OPRM1-OPRD1 heterodimerization, luminescence; activation, % at 9.3 µM; 340,000 tested, 0.3% active; AID 504326; in the data active = activation above about 18%;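 also: 0% = vehicle-treated cells and 100% = reference agonist; values of inactives mirror those of a sister screen read the other way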
Numbers without * were called inactive; · = not tested or not shown.

SMILES	Keap1-Nrf2 PPI	Cardiac RTF inh	LANA DNA inh	MOR-DOR inv ag	HTR5A ag	V-ATPase pH	cardiac RTF act	CAL PDZ FP	HTR5A inv ctr	OPRM1-OPRD1 ag
CC1CCN(CCOCCOc2ccccc2Br)CC1	2	-15	3.3	10	-4	1	-1	-2	-18	-2.1
[O-]/C(=C(\C(=S)Nc1ccccc1F)[n+]1ccccc1)c1ccc(OC(F)F)cc1	0	8	0.0	17	1	1	0	14	-4	-3.2
O=C(C1=C[C@@H](c2ccc(C(F)(F)F)cc2)C[C@@H](OCCCCO)O1)N1CCN(Cc2ccccc2)CC1	-6	-8	0.4	6	-1	0	0	-3	-21	-1.0
O=C(Cc1nc(-c2cnccn2)no1)NNC(=O)Nc1ccccc1	-9	-8	-1.5	0	0	0	6	-2	12	-0.1
Cc1c(C(=O)Nc2ccccc2)csc1-c1ccccc1	-2	-3	-1.9	11	3	2	-2	-7	-59	-2.4
CN(CC(=O)Nc1cccc(F)c1)C(=O)c1ccccc1CCc1ccccc1	-3	-3	-1.0	-32	-5	1	-4	-6	15	5.0
O=C1CC(c2ccccc2)CC2=C1C=Nc1ccccc1N2 (configuration not stated)	0	-7	-0.9	15	5	0	0	2	16	-3.0
Cc1ccc(-c2csc3nc(C(C)C)oc(=O)c23)c(C)c1	-1	5	0.2	2	2	0	2	-3	-6	-0.5
CC(NC(=S)N1CCOCC1)c1ccccc1 (configuration not stated)	-4	7	0.3	18	8	-1	-6	-3	-5	-4.0
CCCCCCCNC(=O)C1(CC2CC(c3ccccc3)=NO2)CCN(C(=O)OC(C)(C)C)CC1 (configuration not stated)	-1	-6	0.2	0	4	0	2	-3	8	0.0
CCCCOP(=O)(c1ccc(N(C)C)cc1)C(O)c1ccc(OC)c(OC)c1 (configuration not stated)	-4	-6	-5.6	1	10	-8	7	·	-13	-0.2
Cc1cccc(NC(=S)N(CCCN2CCOCC2)Cc2cn(C)c3ccccc23)c1	1	4	-3.4	6	6	-4	3	1	-7	-1.2
COCCN(CC1CCCN(C2Cc3ccccc3C2)C1)C(=O)c1ccc(C(C)=O)cc1 (configuration not stated)	-1	-2	1.8	7	0	-2	3	-5	-5	-1.4
O=C(Cn1cnc2c(cnn2-c2ccccc2)c1=O)c1ccc(Cl)cc1	3	0	0.6	-3	4	1	-2	·	-11	0.4
O=S1(=O)CCN(OCc2ccc(Cl)cc2)CC1	-3	2	-1.7	6	0	0	8	·	3	-1.2
CN(C)CC(C)(C)CNC(C(=O)Nc1ccc(Cl)cc1C(F)(F)F)c1ccccc1 (configuration not stated)	1	-5	1.9	-3	0	2	-2	-4	1	0.6
O=C(CSc1nnc(-c2ccccc2)o1)Nn1cnnc1	-7	-5	-0.3	-5	6	-2	1	0	-6	1.1
Cc1ccc2[nH]c3c(c2c1)CN(C(=O)CN1CCN(Cc2ccc4c(c2)OCO4)CC1)CC3	8	-15	1.3	14	3	1	0	·	-12	-3.3
CN(C)S(=O)(=O)c1ccc(C(=O)N2CCOCC2)cc1	-3	4	0.8	12	-1	4	3	2	-10	-2.3
CC1(C)CC(=O)C2=C(C1)Nc1ccccc1NC2c1ccc(F)cc1 (configuration not stated)	4	-3	4.2	19	-4	-1	-5	-1	13	-4.1
C/C=C(\CS(=O)(=O)c1ccccc1)S(=O)(=O)c1ccccc1	-8	1	-0.4	8	1	-2	-2	2	-2	-1.4
O=C(O)CCCC(=O)Nc1nc2n(n1)C(c1ccc(F)cc1)CC(c1ccc(Cl)cc1)N2 (configuration not stated)	0	0	0.7	6	2	0	6	0	-31	-1.0
O=[N+]([O-])c1cc(Cl)ccc1-c1nc(-c2ccccc2)no1	4	-1	-0.3	-55	1	3	4	-3	-30	11
CN(C)/C(CN1CCCCC1)=C1\N=C(c2ccccc2)OC1=O	-6	2	-0.2	4	3	-1	13	·	6	-0.8

3 entries out of the list above, ordered by the value under Keap1-Nrf2 PPI, highest first.
Compound	Keap1-Nrf2 PPI
CC1(C)CC(=O)C2=C(C1)Nc1ccccc1NC2c1ccc(F)cc1 (configuration not stated)	4
O=C(Cn1cnc2c(cnn2-c2ccccc2)c1=O)c1ccc(Cl)cc1	3
COCCN(CC1CCCN(C2Cc3ccccc3C2)C1)C(=O)c1ccc(C(C)=O)cc1 (configuration not stated)	-1

Other compounds:
SMILES	Keap1-Nrf2 PPI	Cardiac RTF inh	LANA DNA inh	MOR-DOR inv ag	HTR5A ag	V-ATPase pH	cardiac RTF act	CAL PDZ FP	HTR5A inv ctr	OPRM1-OPRD1 ag
CCCNc1nc(C)cc(-c2cc(-c3ccccc3)on2)n1	0	4	2.0	10	0	-1	-5	0	-6	-1.8
CCc1ccccc1NC(=O)CSc1n[nH]c(C)c1[N+](=O)[O-]	-4	-35	0.4	-1	1	-1	-3	-2	17	0.2
COc1ccccc1OCCNC(=O)c1ccco1	6	-2	-0.4	3	4	1	2	-3	-21	-0.5
Cc1cnc(C(=O)OC(C(=O)Nc2cc(C(F)(F)F)ccc2Cl)c2ccccc2)cn1 (configuration not stated)	-4	1	-1.8	-36	-1	9	-1	0	-35	6.6
CC(C)CNc1ncnc2[nH]ncc12	-4	-4	2.5	-4	4	5	2	9	-14	0.8
COC(=O)[C@H](CC(C)C)NC(=O)NCCCc1ccccc1	1	-11	1.6	7	0	-3	1	6	23	-1.4
CCN(c1ccccc1)S(=O)(=O)c1ccc(C(=O)NCc2ccco2)cc1	9	-10	-0.9	-2	1	0	-1	-3	-3	0.3
COc1cccc(C(=O)OCC(=O)NC(=O)NC2CCCC2)c1O	6	-1	0.2	-3	6	-6	-1	·	-1	0.5
CC1CN(C(=O)c2cccc(S(=O)(=O)N3CCN(c4ccccc4)CC3)c2)CC(C)O1 (configuration not stated)	-2	4	3.9	3	-8	-4	-2	-3	19	-0.6
CCN(CC)C(=O)c1ccc(NS(=O)(=O)c2ccccc2)cc1	-4	9	-1.1	18	-5	0	-6	0	-2	-3.4
O=C(O)/C=C/C(=O)Nc1ccc(OC(F)F)cc1	-8	3	-1.4	3	0	-1	4	·	13	-0.5
COc1ccc(OC)c(Nc2ncnc3ccccc23)c1	-1	-13	0.2	10	3	2	9	-2	-26	-1.8
COc1ccccc1C(=O)NC(=O)COC(=O)c1cc[n+]([O-])cc1	1	3	-0.1	8	6	2	3	-5	-1	-1.2
COc1ccc(CCNC(=O)CC2SC(=NCc3ccccc3OC)NC2=O)cc1 (configuration not stated)	4	7	-0.2	8	1	5	0	-5	-2	-1.6
Cc1[nH]n(C(N)=S)c(=O)c1C(c1ccccc1)C(C#N)C#N (configuration not stated)	-3	-7	-0.2	4	3	-1	-2	0	2	-0.8
COc1ccc(C(=O)Nn2cnnc2)cc1OC	-4	-3	1.2	4	7	3	8	-3	-24	-0.7
COc1ccccc1N1CCN(C(=O)C(Sc2ccccc2)c2ccccc2)CC1 (configuration not stated)	-4	0	-0.6	-13	1	-4	7	-3	14	2.3
COC(=O)C1CCN(C(=O)c2ccc3nccnc3c2)CC1	-2	5	-0.3	14	-1	1	0	·	-15	-2.0
CCCCc1c(O)nc(SCC(=O)N2CCOCC2)n(-c2ccccc2C)c1=O	-3	4	-2.3	-12	5	-3	11	-8	15	2.1
CCOc1ccccc1NC(=O)c1oc2ccccc2c1NC(=O)C1CC1	-7	-6	0.2	1	-3	3	-2	-3	3	-0.2
Cc1nnc(N2CCOCC2)c2nn(-c3cccc(Cl)c3)c(C)c12	1	-38	2.5	10	1	0	33*	-1	15	-1.9
O=C(COC(=O)c1ccc2c(c1)OCCO2)Nc1ccc(F)cc1	-1	6	1.4	13	11	-9	-1	-5	-26	-2.5
COc1ccc(N2C(=O)CC(Cc3ccc(Br)cc3)C2=O)cc1 (configuration not stated)	1	-11	2.5	-2	-4	2	-1	-6	14	0.4
COC(=O)N(C)c1nc2ccccc2s1	3	-10	1.6	8	1	-2	-1	-5	-21	-1.4
COc1ccc2nc(NC(=O)C3CC(=O)N(c4ccc5c(c4)OCCO5)C3)sc2c1 (configuration not stated)	1	-8	-2.1	4	0	0	-12	-5	-14	-0.8
O=C(NCc1ccco1)c1ccc(Cl)c(S(=O)(=O)N2CCCC2)c1	-1	-5	1.5	12	-7	4	-2	-2	17	-3.0
Cc1cc(C(=O)OCC(=O)Nc2ccccc2Cl)c(C)o1	-5	-7	1.5	7	-3	-1	3	22	7	-1.7
O=C1c2ccsc2SCCN1Cc1cccc(Cl)c1	-6	-5	-0.4	5	1	9	-3	1	-5	-1.1
CCN(C[C@H]1N[C@@](CC)(C(=O)OC)[C@H]2C(=O)N(C)C(=O)[C@@H]12)S(=O)(=O)c1ccc(OC(F)(F)F)cc1	-6	-2	-0.6	9	-1	0	-5	-1	3	-2.0
O=C(NC(=S)Nc1ccc2ncccc2c1)c1ccccc1	1	-12	5.6	5	1	-2	-2	-3	-2	-1.1
O=c1ccc(NS(=O)(=O)c2ccccc2Cl)cn1Cc1ccc(Cl)c(Cl)c1	-6	-2	-0.3	-10	4	6	3	0	-30	1.5
Cc1cc(C2CC(=O)Nc3ccccc3S2)c(C)s1 (configuration not stated)	-1	6	-3.4	1	4	-2	2	-1	-12	-0.1
O=C1NC(c2ccc(-c3ccccc3[N+](=O)[O-])o2)C(C(=O)c2ccc(Cl)cc2)C(O)(C(F)(F)F)N1 (configuration not stated)	2	5	0.6	-67	6	0	2	-1	-23	13
Cc1ccc(-n2c(Cc3cccs3)nnc2SCC(=O)OC(C)C)cc1	4	-7	-1.3	10	3	-4	-4	7	3	-1.9
Nc1nc(SCC(=O)Nc2cc(-c3ccccc3)nn2-c2ccccc2)n[nH]1	0	-12	0.7	11	3	3	1	-5	-18	-2.4
CC(=O)Nc1cccc(NC(=O)CSc2nc(=O)n3cccc(C)c3n2)c1	-2	-10	-1.0	4	1	1	-6	-3	-2	-0.7
CCN(C[C@H]1N[C@@](CC)(C(=O)OC)[C@H]2C(=O)N(Cc3ccccc3)C(=O)[C@@H]12)S(=O)(=O)c1ccc(OC(F)(F)F)cc1	-4	4	-1.2	5	-4	5	-1	-1	13	-1.1
C[C@H]1CCC[C@]2(O[C@@H](CCO)C[C@H](O)[C@H]2O)O1	-6	4	0.9	18	2	0	13	2	15	-3.2
CC(C)(C)C(=O)Nc1ccc(S(=O)(=O)Nc2nccs2)cc1	-4	1	0.3	7	7	-1	-3	0	-27	-1.2
O=C(NC1(C(F)(F)F)NC(=O)N(c2ccc(F)c(Cl)c2)C1=O)c1ccncc1 (configuration not stated)	-3	-6	2.4	2	0	4	8	-1	-4	-0.3
CCc1nc(NCC2CCCO2)c(C#N)c2c1COC(C)(C)C2 (configuration not stated)	-4	-3	-0.3	13	2	4	-2	-3	-24	-2.3
CN1C(=O)C(CC(=O)Nc2ccc3c(c2)Cc2ccccc2-3)N(C)C1=O (configuration not stated)	-2	-2	-0.1	7	-3	5	-5	-5	7	-1.6
O=C(CSc1nnc(C2COc3ccccc3O2)o1)N1CCCc2ccccc21 (configuration not stated)	-6	-5	-1.3	-2	6	-1	-3	0	-5	0.4
